Screening data deposited in PubChem BioAssay by National Center for Advancing Translational Sciences (NCATS).
NPSR antag: qHTS Assay for Antagonists of the Neuropeptide S Receptor: cAMP Signal Transduction. Q6W5P4. CHO-NPSR cells, cAMP TR-FRET, antagonist mode. Potency, µM (doses to about 38.3 µM), inactives show top-dose activity change, negative = inhibition, actives largely listed as inhibitors. actives 1% (n = 220,000). AID 1461, 2008; also: potency is read from the fitted curve at half-maximal effect; % is scaled to controls: 0 for no effect and ±100 for the full control effect; nearly all actives have a fitted effect of over 50% in size; many of its hits are not listed in these tables
Target sequence (Q6W5P4 whole entry, looked up): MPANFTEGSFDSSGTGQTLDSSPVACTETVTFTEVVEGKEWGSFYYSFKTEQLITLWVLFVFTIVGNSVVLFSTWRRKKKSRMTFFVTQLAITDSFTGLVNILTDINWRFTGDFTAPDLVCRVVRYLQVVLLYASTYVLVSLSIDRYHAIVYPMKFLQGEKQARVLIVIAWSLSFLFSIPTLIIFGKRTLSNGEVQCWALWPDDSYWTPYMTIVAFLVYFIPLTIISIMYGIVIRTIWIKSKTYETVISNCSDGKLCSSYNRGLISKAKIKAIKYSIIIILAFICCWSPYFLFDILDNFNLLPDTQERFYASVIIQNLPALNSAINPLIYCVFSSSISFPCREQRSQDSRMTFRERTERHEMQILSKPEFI
L3MBTL1 inh: qHTS Assay for the Inhibitors of L3MBTL1; AlphaScreen L3MBTL1–H3K9me1 peptide binding; Potency, µM (series often up to 57.1 µM), without a hit: at the top dose activity, negative = inhibition, usual class: inhibitors; actives 0.66% (n = 230,000); Lethal(3)malignant brain tumor-like protein 1 (Homo sapiens), Q9Y468; also: potency is read from the fitted curve at half-maximal effect; % is scaled to controls: 0 for no effect and ±100 for the full control effect; nearly all actives have a fitted effect of over 60% in size
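L3MBTL1 (50 nM) pre-complexed 30 min with biotinylated H3(1-15)K9me1 peptide (75 nM), then compounds added for 30 min at room temperature; AlphaScreen streptavidin donor/nickel chelate acceptor beads (10 ug/mL final) read after 30 min dark incubation.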
Epigenetic derep: Quantitative High-Throughput Screen for Regulators of Epigenetic Control; murine LDR cells, GFP reporter derepression, 30 h; Potency, µM (top dose mostly 53.9 µM), inactives show at the highest dose GFP activation, hits mostly activators; actives 0.2% (n = 280,000); also: potency is read from the fitted curve at half-maximal effect; % of control where 0% means no effect; nearly all actives have a fitted effect of over 60% in size
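Reporter derepression read as number of fluorescent GFP-positive objects, 20-120 um in size, counted by laser-scanning cytometer. Mouse LDR line with an epigenetically silenced CMV-GFP locus; compound incubation 30 h, 37 C.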
IMPase Li cell: qHTS Assay for Identifying the Cell-Membrane Permeable IMPase Inhibitors: Potentiation with Lithium. CHO-M1 cells, IP1 TR-FRET (IP-One), carbachol + lithium. actives 0.35% (n = 210,000). Potency, µM (doses to about 59.4 µM), inactives show at the top dose activity, negative = IMPase inhibition, actives largely listed as inhibitors;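 also: IP1 builds up when IMPase is blocked and the TR-FRET signal falls; potency is read from the fitted curve at half-maximal effect; plate controls were basal vehicle for no effect and high inhibitor control for full effect; nearly all actives have a fitted effect of over 50% in size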
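Steps: plate 2000 CHO-M1 cells per well and culture 16–30 h; add compound and lithium; incubate 30 min, 37C; add d2-IP1 tracer and Eu cryptate anti-IP1 antibody in lysis buffer; read after 10 min at room temperature.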
CBFb RUNX1 block: qHTS Assay for Compounds Blocking the Interaction Between CBF-beta and RUNX1 for the Treatment of Acute Myeloid Leukemia; Potency, µM (series often up to 59.8 µM), without a hit: at the top dose activity, negative = inhibition, most hits filed as inhibitors; AlphaScreen CBFb-His/RUNX1-biotin binding, biochemical; Runt-related transcription factor 1 (Homo sapiens) + Core-binding factor subunit beta …; 230,000 tested, under 10 active; also: % of control where 0% means no effect
Target sequence (Q01196 whole entry, looked up): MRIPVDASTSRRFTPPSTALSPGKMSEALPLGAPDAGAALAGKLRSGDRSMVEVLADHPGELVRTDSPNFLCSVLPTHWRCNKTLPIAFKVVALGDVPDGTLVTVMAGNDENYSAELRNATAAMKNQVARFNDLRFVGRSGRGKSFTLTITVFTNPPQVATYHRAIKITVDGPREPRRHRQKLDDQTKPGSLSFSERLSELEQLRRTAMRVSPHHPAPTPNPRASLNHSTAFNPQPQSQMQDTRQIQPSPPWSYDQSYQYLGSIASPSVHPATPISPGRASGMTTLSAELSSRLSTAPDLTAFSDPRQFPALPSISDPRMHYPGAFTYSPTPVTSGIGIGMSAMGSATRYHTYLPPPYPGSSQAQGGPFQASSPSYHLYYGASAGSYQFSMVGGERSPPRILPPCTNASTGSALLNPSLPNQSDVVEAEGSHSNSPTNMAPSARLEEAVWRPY
Target sequence (Q13951 whole entry, looked up): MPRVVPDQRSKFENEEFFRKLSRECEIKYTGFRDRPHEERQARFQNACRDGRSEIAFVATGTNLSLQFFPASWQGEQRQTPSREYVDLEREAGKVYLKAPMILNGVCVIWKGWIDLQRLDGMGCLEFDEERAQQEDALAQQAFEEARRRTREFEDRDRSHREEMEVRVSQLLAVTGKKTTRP
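Inhibition was taken as any reduction in AlphaScreen signal from the CBF-beta–RUNX1 pair (His and biotin tags, 30 nM each), measured after compound (15 min) and bead (90 min) incubations at room temperature.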
HTT aggregate: qHTS Multiplex Assay to Identify Dual Action Probes in a Cell Model of Huntington: Aggregate Formation (GFP); PC12 HttQ103-GFP aggregates, Acumen cytometry, 40 h; Potency, µM (titrated, usually from 46.1 µM), without a hit: at the top dose activity change, negative = inhibition, hits mostly inhibitors; actives 1.1% (n = 220,000); AID 1688, 2009; also: potency is read from the fitted curve at half-maximal effect; % is scaled to controls: 0 for no effect and ±100 for the full control effect; nearly all actives have a fitted effect of over 60% in size
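Aggregates are detected as GFP objects 1–25 µm with signal 6 STDEV over background in lysates of induced PC12 cells. These carry Huntingtin exon 1 with 103 glutamines fused to GFP under an ecdysone promoter; compounds titrated.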
Luc counter: Counterscreen for Luciferase (Kinase-Glo TM) Inhibition; Luciferin 4-monooxygenase (Photuris pensylvanica), Q27757; Kinase-Glo luciferase, ATP luminescence, 8 min; Potency, µM (top dose mostly 38.3 µM), inactives show at the highest dose activity change, negative = inhibition, usual class: inhibitors; actives 0.28% (n = 200,000); AID 1379, 2008; also: potency is read from the fitted curve at half-maximal effect; % is scaled to controls: 0 for no effect and ±100 for the full control effect; nearly all actives have a fitted effect of over 60% in size
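Kinase-Glo luciferase light output from ATP and luciferin was measured with 10 uM ATP, within the enzyme's linear range. Buffer: 50 mM imidazole pH 7.2, 50 mM KCl, 7 mM MgCl2, 0.01% Tween 20, 0.05% BSA; luminescence read after 8 min at ambient temperature.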
Numbers without * were called inactive; ? = inconclusive; · = no result given; [ ] = dose if it differs, or a comment. Calls follow the shape of the dose curve; as a rule, active = well fitted curve in the direction sought with a large enough effect; inconclusive = small, poorly fitted or top-dose-only effect, or another doubt; inactive = no such curve, though single readings can be large; an effect the other way counts as inactive or inconclusive. A portion of the library; the hit share may differ from the screen's.

SMILES	NPSR antag	L3MBTL1 inh	Epigenetic derep	IMPase Li cell	CBFb RUNX1 block	HTT aggregate	Luc counter
Cc1ccc(NC(=O)Cn2cccc2C2=NC(c3ccccc3)CO2)cc1C (stereo unspecified)	-32%	2%	-1.8%	20%	1%	-10%	3%
CNC(=O)COc1ccc(C=O)cc1OC	13%	-5%	0.0%	-1%	-6%	-9%	-3%
CCOC(=O)C1CCN(c2cc(=O)n(-c3ccc(OC)cc3)c(=O)[nH]2)CC1	0%[46.1 µM]	0%	-0.8%	9%[38.3 µM]	9%	-7%	1%
CCn1c(=O)[nH]c(=O)c2c(N)c(C(=O)c3cc(F)ccc3F)sc21	-35%	·	3.2%	·	19%	28%[9.22 µM]	·
CCN(CC)c1ccc(/C=N/Nc2nc(C)cc(=O)[nH]2)c(O)c1	-20%	-27%	-1.9%	18%	?	?	0%
COc1ccc(-c2nsc3c(SCc4ccccc4)ncnc23)cc1	14%	0%	-1.0%	-4%	-2%	-22%	0%
CCN(CC)S(=O)(=O)c1ccc(N2CCOCC2)c(NC(=O)C2CCCC2)c1	-10%	25%	-0.9%	7%	-4%	-4%	0%
CCCn1c(CN2CCN(C(=O)c3ccco3)CC2)nc2c1c(=O)n(C)c(=O)n2C	4%[46.1 µM]	7%	-0.8%	28%[38.3 µM]	9%	-22%	-1%
Cc1nn(-c2ccccc2)c(Cl)c1/C=N/Nc1ccc(S(=O)(=O)Nc2ccccc2C(=O)O)cc1[N+](=O)[O-]	-19%[46.1 µM]	?	-0.7%	10%[38.3 µM]	?	-7%	-4%
COc1ccccc1C(c1nnnn1C(C)(C)C)N1CCN(C(=O)c2ccco2)CC1 (stereo unspecified)	-30%[46.1 µM]	-8%	8.3%	-7%[38.3 µM]	3%	-10%	6%
O=C(COC(=O)[C@H](Cc1c[nH]c2ccccc12)NC(=O)c1cccs1)NCc1ccccc1	-8%	-17%	3.2%	9%	3%	29%	0%
COc1cc(Br)c(Br)c(Br)c1N	?	26%	0.2%	·	6%	-23%[9.22 µM]	·
COc1ccc(-c2[nH]ncc2Oc2ccccc2OC)c(O)c1	-17%[46.1 µM]	4%[11.4 µM]	-1.0%	22%[38.3 µM]	1%	-19%	1%
Cc1csc2ncnc(N3CCN(C(=S)Nc4ccc(C(F)(F)F)cc4)CC3)c12	13%	-7%	1.1%	·	3%	-16%[9.22 µM]	·
O=C(NNC(=O)c1ccc(SCC2CCCO2)c([N+](=O)[O-])c1)c1ccc(F)cc1 (stereo unspecified)	0%[46.1 µM]	0%	-0.9%	-7%[38.3 µM]	0%	4%	0%
COc1ccccc1-c1ccc(=O)n(CC(=O)NC(C)(C)C)n1	11%[46.1 µM]	9%	-1.0%	1%[38.3 µM]	6%	-16%	1%
Cc1cc(C)c2cc(CN(Cc3cccs3)Cc3nnnn3CC3CCCO3)c(=O)[nH]c2c1 (stereo unspecified)	-22%[46.1 µM]	·	-1.0%	33%[activator][38.3 µM]	-3%	9%	-1%
CC(=O)C1=C(O)C(=O)OC1c1ccc(C)cc1 (stereo unspecified)	10%	·	6.3%	-10%	3%	-11%	15%
C=CCn1c(C)cc(C(=O)COC(=O)C2CC(=O)N(Cc3ccccc3)C2)c1C (stereo unspecified)	-25%[7.67 µM]	-5%	0.5%	-9%[38.3 µM]	-4%	14%	1%
CN(C)C(CNC(=O)c1cccc(S(=O)(=O)N(C)C)c1)c1ccccc1 (stereo unspecified)	5%[46.1 µM]	·	-1.1%	47%[activator][38.3 µM]	-3%	-6%	-6%
NS(=O)(=O)c1ccc(CCNC(=O)c2ccc(S(=O)(=O)N3CCCCC3)cc2)cc1	4%[46.1 µM]	·	5.5%	26%[38.3 µM]	3%	-15%	-4%
COc1cc(Cl)c(C)cc1NC(=O)COC(=O)c1cc(SC)ccc1Cl	?	2%	1.0%	·	5%	?	·
Cc1ccc(C2CC(c3ccccc3)=NN2C(=O)CSc2nnc(-c3ccncc3)n2C)o1 (stereo unspecified)	-4%	-4%	2.3%	2%	-2%	21%	1%
Cc1ccc(S(=O)(=O)N2c3ccccc3-c3c(ssc3=S)C2(C)C)cc1	-6%[46.1 µM]	?	1.0%	6%	·	-12%	3%
CCN1CCCC1CNC(=O)c1ccccc1Cl (stereo unspecified)	3%[46.1 µM]	-2%	0.0%	1%	-13%	7%	1%

Next part (two carried over from the part before).
SMILES	NPSR antag	L3MBTL1 inh	Epigenetic derep	IMPase Li cell	CBFb RUNX1 block	HTT aggregate	Luc counter
Cc1ccc(S(=O)(=O)N2c3ccccc3-c3c(ssc3=S)C2(C)C)cc1	-6%[46.1 µM]	?	1.0%	6%	·	-12%	3%
CCN1CCCC1CNC(=O)c1ccccc1Cl (stereo unspecified)	3%[46.1 µM]	-2%	0.0%	1%	-13%	7%	1%
O=C(Cc1ccc(Cl)cc1)N/N=C/c1ccncc1	3%	9%	-4.5%	-5%	4%	25%[9.22 µM]	-1%
Cc1ccc2nc(-c3ccncc3)c(Nc3ccccc3)n2c1	-2%	-8%	-1.1%	21%	9%	14%	0%
CCOc1cc(-c2nnc(-c3ccco3)o2)cc(OCC)c1OCC	-25%[46.1 µM]	·	-1.1%	17%[38.3 µM]	1%	-2%	0%
O=C(N/N=C/c1cn(-c2ccccc2)nc1-c1cccs1)c1ccc(Cl)cc1	-27%	-8%	2.0%	-7%	-11%	11µM*	-5%
CCOC(=O)C1CCN(c2ncnc3c2nnn3Cc2ccccc2Cl)CC1	-35%	13%	2.4%	22%	19%	13%[9.22 µM]	-1%
CCOc1ccccc1NC(=O)N1CCCC1C(=O)Nc1ccc(NC(C)=O)cc1 (stereo unspecified)	-2%[46.1 µM]	9%	-0.3%	-8%[38.3 µM]	4%	14%	-3%
COC(=O)Nc1ccc2c(c1)N(C(=O)CCN1CCN3CCCC3C1)c1ccccc1S2 (stereo unspecified)	0%[46.1 µM]	1%	-1.0%	17%[38.3 µM]	2%	-3%	0%
CCOc1ccc2nc(NC(=O)Nc3cccs3)sc2c1	5%	-6%	-3.1%	22%	3%[2.36 µM]	-13%	-5%
O=c1oc2ccccc2cc1-c1cn(-c2ccccc2)c(=S)[nH]1	-15%	5%	0.0%	-7%	8%	-11%	-13%
Cn1cccc1/C=C1\SC(=Nc2cccc(O)c2)NC1=O	29%	-17%	0.2%	·	?	-3%[9.22 µM]	·
N#Cc1ccc(N2C(=O)[C@@H]3C(C(=O)C(c4ccccc4)c4ccccc4)=NN[C@@H]3C2=O)cc1	1%	7%	-1.9%	-3%	2%	-1%	0%
CCOC(=O)c1c(/N=C/c2cccc([N+](=O)[O-])c2O)sc(C)c1C	-11%	-17%	0.0%	15%	3%	-3%	-16%
O=C(N/N=C/c1cccs1)c1ccc(NC(=O)c2ccccc2Cl)cc1	?	-11%	0.1%	·	6%	8%	·
S=C(Nc1ccccc1)N1CCN(c2ccc(N3CCOCC3)nn2)CC1	-8%	·	2.5%	-9%	-6%	-7%	-1%
O=C1CCCN1CCCNS(=O)(=O)c1ccc(Cl)c(C(=O)N2CCOCC2)c1	-9%[46.1 µM]	·	-0.6%	14%[38.3 µM]	1%	29%	-4%
Cc1cc(=O)oc2cc(O)c(N=Nc3ccccc3)cc12	-14%	-12%	18%	·	-8%	6%[9.22 µM]	·
CC(=O)Oc1ccc(C(=O)Cc2ccccn2)c(O)c1	10%	7%	-3.2%	-4%	-15%	-9%	0%
Cc1ccc(N2C(=O)[C@@H]3C(C(=O)CN4C(=O)c5ccccc5C4=O)=NN[C@@H]3C2=O)c(C)c1	20%	-18%	0.0%	·	-1%	12%[9.22 µM]	·
CCCC(C(=O)NC1CCCC1)N(Cc1ccc2c(c1)OCO2)C(=O)c1snc(C(N)=O)c1N (stereo unspecified)	?	·	-0.8%	52%[activator][38.3 µM]	-7%	14%	-2%
Cc1nn(-c2ccccc2)nc1CNS(C)(=O)=O	0%[7.67 µM]	0%	-0.3%	·	6%	2%[9.22 µM]	·
Cc1ccccc1CS(=O)(=O)c1ccc(C(=O)N2CCC(C)CC2)cc1[N+](=O)[O-]	-31%	·	-0.6%	-1%	2%	-14%	-2%
O=C1CC(=O)CC(c2ccccc2Cl)C1	11%	-15%	-1.0%	11%	-10%	-10%	2%
COc1ccc(S(=O)(=O)N(CCO)c2ccccc2CN(C)CC=Cc2ccc(Cl)cc2)cc1	·	·	1.7%	29%	-10%	·	3%[39.9 µM]
COc1ccc(NC(=O)CN(C)C2CCCCC2)c([N+](=O)[O-])c1	3%	-3%	1.0%	8%	5%	-1%	-2%
Cn1cc(Cl)c(C(=O)Nc2nc3ccc([N+](=O)[O-])cc3s2)n1	26%	7%	-3.6%	-2%	3%	5%[9.22 µM]	-3%
O=C(NCCc1ccccc1)C(=O)NCC1OCCN1S(=O)(=O)c1ccc([N+](=O)[O-])cc1 (stereo unspecified)	21%	·	0.0%	-4%	1%	4%	-3%
CCc1ccc(C2c3[nH]c4ccccc4c3CCN2C(=O)c2cc(C)nn2C)cc1 (stereo unspecified)	52%	?	0.2%	11%	-11%	-96%[9.22 µM]	0%
O=C(CN1CCN(c2ccccc2)CC1)N1CCc2[nH]c3ccccc3c2C1	-6%[46.1 µM]	-22%	-1.9%	10%[38.3 µM]	-4%	13%	-6%
CN(C)CCCN(C(=O)CCc1ccccc1)c1nc2ccc(Br)cc2s1	-46%	·	-3.7%	0%	-3%	?	-1%
CCOc1ccc(S(=O)(=O)Nc2nc3ccccc3nc2-n2ccc(=NC(=O)c3cccs3)cc2)cc1	?	2%	1.0%	?	-6%	27%	1%

Quoted from the listing:
Value for CCCC(C(=O)NC1CCCC1)N(Cc1ccc2c(c1)OCO2)C(=O)c1snc(C(N)=O)c1N (stereo unspecified) in HTT aggregate: 14%
Value for CCOC(=O)C1CCN(c2ncnc3c2nnn3Cc2ccccc2Cl)CC1 in CBFb RUNX1 block: 19%
